RPL19A-GFP yeast – yeast TOR pathway RPL19A-GFP modulation | S. cerevisiae RPL19A-GFP strain, flow cytometry, 3 h; stronger effect = lower value | AID 2025 | 330,000 compounds, 0.3% hits | percent response vs DMSO, % at 10 µM;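 active = percent response vs DMSO below 50%; inconclusive = fewer than 70 events counted for the yeast strain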;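 also: median channel GFP fluorescence of the barcoded RPL19A-GFP strain; ratio of sample median GFP to plate DMSO average so 100% = DMSO; lower means less RPL19A-GFP as with rapamycin TOR inhibition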
LAP4-GFP MLPCN – yeast TOR pathway LAP4-GFP modulation | S. cerevisiae LAP4-GFP multiplex, flow cytometry GFP, 3 h; median GFP as percent of DMSO wells | GFP response vs DMSO, % at 10 µM | 320,000 compounds, 0.34% hits | AID 2023;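 active = GFP response vs DMSO above a set limit, about the screen mean plus 3 SD, cut at about 150% in these data; inconclusive = under 70 cell events counted for the yeast strain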
CIT2 TOR yeast – modulators of TOR pathway CIT2-GFP in S. cerevisiae; S. cerevisiae CIT2-GFP strain, flow cytometry, 3 h; 100 means same as DMSO wells; GFP response vs DMSO, % at 10 µM; 320,000 compounds, 0.065% hits; AID 2029;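 active = GFP response relative to DMSO above a set limit, near the screen mean plus 3 SD, cut at about 150% in these data; inconclusive = Fewer than 70 cells measured for a yeast strain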;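 also: ratio of well median GFP fluorescence to mean of DMSO wells on the plate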
CR mimetic SO – yeast age-related superoxide inhibition as caloric restriction mimetic; S. cerevisiae aged cells, superoxide DHE fluorescence; stronger effect = lower value; superoxide response (% of plate mean), % at 10 µM; 330,000 compounds, 0.18% hits;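 active = superoxide response under a set limit, about three screen SD below normal, cut at about 65% in these data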;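 also: yeast aged for seven days with compound at 30 °C before DHE staining; 100% = average MFI of all compound-treated wells on the plate with controls excluded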
MEP2 TOR yeast – yeast TOR pathway MEP2-GFP modulation; 330,000 compounds, 0.51% hits; AID 2016; GFP response vs DMSO, % at 10 µM; S. cerevisiae MEP2-GFP strain, flow cytometry GFP, 3 h; 100% = DMSO control level;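 active = GFP response versus DMSO above a set limit, roughly screen mean plus 3 SD, cut at about 180% in these data; inconclusive = fewer than 70 cells counted for a yeast strain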;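 also: median GFP fluorescence of the barcode-gated MEP2-GFP cells per well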
Efflux pump inh – blocks antifungal efflux pumps in multiplex yeast assay; S. cerevisiae Candida pump triplex, Nile Red efflux; inhibition, % at 10 µM; 330,000 compounds, 0.44% hits;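 active = plate passing quality check with inhibition over a set limit, or well fluorescence over plate mean plus 4 SD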;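 also: Nile Red retained in pooled yeast measured as flow cytometry median fluorescence; 0% = buffer negative control and 100% = Enniatin B positive control; higher means more Nile Red kept so more efflux inhibition; some compounds called inactive have numbers as strong as hits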
AGP1 TOR yeast – yeast TOR pathway AGP1-GFP modulation; GFP response vs DMSO, % at 10 µM; 320,000 compounds, 0.02% hits; AID 2066; S. cerevisiae AGP1-GFP multiplex flow cytometry, 3 h; GFP as percent of DMSO wells;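 active = GFP response relative to DMSO above a set limit, near screen average plus 3 SD, cut at about 150% in these data; inconclusive = fewer than 70 cells counted for the yeast strain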;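 also: median GFP channel fluorescence of the gated AGP1 strain per well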
AHR activator – human AHR activation; P35869; AHR-responsive luciferase reporter cells, luminescence; activation, % at 5 µM; 320,000 compounds, 2.5% hits; AID 2796; in the data active = activation above about 47%;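 also: 0% = vehicle wells and 100% = reference agonist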
Target sequence (P35869 whole entry, looked up): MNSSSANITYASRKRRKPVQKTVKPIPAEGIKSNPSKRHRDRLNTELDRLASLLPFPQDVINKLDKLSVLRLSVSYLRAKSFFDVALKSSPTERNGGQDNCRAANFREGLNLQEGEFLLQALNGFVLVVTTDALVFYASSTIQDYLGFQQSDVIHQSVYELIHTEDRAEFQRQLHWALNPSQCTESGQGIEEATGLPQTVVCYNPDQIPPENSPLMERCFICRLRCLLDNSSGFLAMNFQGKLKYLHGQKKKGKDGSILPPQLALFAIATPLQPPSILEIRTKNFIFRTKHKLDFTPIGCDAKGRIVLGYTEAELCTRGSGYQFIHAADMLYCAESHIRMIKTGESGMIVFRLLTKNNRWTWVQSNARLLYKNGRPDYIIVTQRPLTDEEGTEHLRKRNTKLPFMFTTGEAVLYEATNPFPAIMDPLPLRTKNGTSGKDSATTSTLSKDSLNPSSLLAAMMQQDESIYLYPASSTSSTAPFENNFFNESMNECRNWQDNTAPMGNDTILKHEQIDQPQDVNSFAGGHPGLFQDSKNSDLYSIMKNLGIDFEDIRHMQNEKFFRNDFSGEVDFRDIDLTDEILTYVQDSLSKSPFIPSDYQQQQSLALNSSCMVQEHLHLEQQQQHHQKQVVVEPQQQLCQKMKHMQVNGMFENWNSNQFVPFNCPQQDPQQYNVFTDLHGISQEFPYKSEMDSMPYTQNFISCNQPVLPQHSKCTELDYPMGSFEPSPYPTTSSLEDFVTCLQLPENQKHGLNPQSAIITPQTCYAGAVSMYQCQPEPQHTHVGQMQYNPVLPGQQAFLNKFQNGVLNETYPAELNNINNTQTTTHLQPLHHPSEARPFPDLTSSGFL
An asterisk follows results filed as active; ? = inconclusive; · = not tested or not shown; [ ] = another dose, or the depositor's remark. An unsorted share of the library (roughly 3.9% active in at least one column).

SMILES	RPL19A-GFP yeast	LAP4-GFP MLPCN	CIT2 TOR yeast	CR mimetic SO	MEP2 TOR yeast	Efflux pump inh	AGP1 TOR yeast	AHR activator
Cc1ccc(CNc2ccc(N3CCOCC3)c(Cl)c2)cc1	101.8	90.9	93.9	105.6	101.7	0.2	93.7	5.4
O=C(Nc1nccs1)OCc1ccccc1	106.7	105.6	100.6	105.6	111.7	0.4	104.1	15.6
COc1cccc(/C=C2\C(=O)N(c3cccc(C)c3)C(=O)c3ccccc32)c1	95.5	154.4*	74.1	94.5	95.6	-0.1	93.9	3.5
S=c1[nH]nc(COc2ccc(Cl)cc2)n1-c1ccc(Cl)cc1	110.6	85.1	108.4	93.4	107.8	0.1	100.0	0.2
CC1CCCN(S(=O)(=O)c2cccc(C(=O)OCC(=O)N(C)Cc3c(F)cccc3Cl)c2)C1 (stereo not drawn)	110.8	101.3	112.0	76.3	99.7	0.2	109.1	-0.2
CCOc1ccc(N=C2NC(=O)C(CC(=O)Nc3ccc(OC)cc3)S2)cc1 (stereo not drawn)	106.1	93.6	102.1	115.1	108.5	0.1	101.4	6.4
O=C(NNC(=O)c1cccnc1)NC12CC3CC(CC(C3)C1)C2	108.3	95.7	96.8	106.2	95.9	0.4	95.3	-1.4
CCc1ccc(NSc2ccccc2[N+](=O)[O-])cc1	93.0	107.7	93.0	86.6	96.0	-0.1	88.7	2.4
COCC(=O)N(Cc1cc2ccc(C)cc2[nH]c1=O)c1cccc(C)c1	102.7	95.8	102.3	106.2	111.3	0.0	98.8	6.4
CCCCCCc1ccc(N2C[C@H](Cc3ccccc3)[C@@H](CC(=O)Nc3ccccc3)C2=O)cc1	99.5	124.6	104.0	85.2	96.7	0.3	87.1	0.6
COc1cc(S(=O)(=O)N2CCOCC2)ccc1NC(=O)COC(=O)c1ccccn1	104.1	107.5	109.9	90.9	107.4	-0.1	·	0.4
O=C(CCCn1c(=O)c2sccc2n(Cc2cc(=O)n3ccccc3n2)c1=O)NCc1ccco1	95.5	100.0	98.0	97.3	112.8	0.3	98.3	6.4
C=CCn1c(=N)c(C(=O)OCC)cc2c(=O)n3cccc(C)c3nc21	16.1*[may fluoresce violet]	101.8[may fluoresce violet]	?	98.2	243.9*[may fluoresce violet]	-0.1	·	10.0
COc1cccc(NC(=O)NCCCN2CCN(c3ccc(F)cc3)CC2)c1	97.8	100.0	108.4	108.4	101.5	0.0	97.9	1.0
CC(=O)c1ccc(NC(=O)c2noc(C(C)C)c2[N+](=O)[O-])cc1	105.1	97.0	101.3	92.6	101.0	0.1	96.3	-2.8
COc1ccc(C=O)cc1CN1C(=O)c2ccccc2C1=O	100.0	82.5	118.1	95.9	96.9	-0.1	92.3	1.4
Cc1oc2c(C)c3oc(=O)c(CCC(=O)NCCCN4CCCC4=O)c(C)c3cc2c1C	101.6	101.1	105.7	86.4	105.2	-0.1	103.1	-0.5
Cc1cc(NS(=O)(=O)c2ccc(NC(=O)c3cnc4sccn4c3=O)cc2)nc(C)n1	105.3	110.3	102.3	80.1	101.0	-0.1	99.6	-0.7
CCOc1cc(/C=N/NC(=O)c2ccc(CN3CCOCC3)cc2)ccc1OC	104.2	107.5	113.9	96.2	109.5	0.0	105.8	4.6
CCCNC(=O)c1nnsc1Sc1ccc(Cl)cc1	96.7	108.8	99.8	85.1	106.4	0.1	101.2	-3.4
O=C(NCCc1nc2ccccc2[nH]1)/C(=C/c1ccc2c(c1)OCO2)NC(=O)c1ccccc1Cl	101.2	99.1	97.6	117.7	102.2	0.1	100.8	0.9
COC(=O)Cn1c2ccc(OC)cc2c2nc(C)sc21	93.5	105.2	92.0	80.0	91.5	-0.1	98.1	-0.1
COc1ccc(C(=O)CSC2=NS(=O)(=O)c3cc(Cl)ccc3N2)cc1	102.3	100.2	103.9	105.8	103.1	0.0	109.0	-1.3
O=C(Nc1ccncc1)Nc1cccc(C(F)(F)F)c1	111.4	85.2	101.6	103.5	102.2	0.0	99.1	25.3
COc1cc2c(cc1OC)-c1cc(NC3CCCCCCC3)nc(=O)n1CC2	101.2	105.7	99.8	93.5	104.6	0.0	105.2	6.4
Cc1nc2scc(-c3cccs3)c2c(=O)n1CC(=O)O	97.2	100.1	102.6	104.1	98.8	0.0	100.9	1.5
Cc1ccc(C(=O)Nc2cccc(C(=O)NCc3ccco3)c2)cc1	93.2	102.6	94.2	110.0	93.1	-0.1	99.5	26.6
Cc1ccc(NC(=O)COC(=O)CN2C(=O)NC(C)(C)C2=O)cc1S(=O)(=O)N1CCOCC1	95.2	100.2	107.3	74.4	100.4	0.0	102.9	1.8
CC(=O)C1C(c2ccc(C)cc2)c2c(n[nH]c2C)CC1(C)O (stereo not drawn)	103.5	92.7	110.7	100.2	106.0	0.1	106.5	-2.4
CCC(C(=O)NCc1ccccc1OC)n1nc(C)n2c(cc3occc32)c1=O (stereo not drawn)	95.5	96.7	108.0	101.0	95.4	0.0	98.1	0.8

Two entries from above, field by field:
COC(=O)Cn1c2ccc(OC)cc2c2nc(C)sc21
  RPL19A-GFP yeast: 93.5
  LAP4-GFP MLPCN: 105.2
  CIT2 TOR yeast: 92.0
  CR mimetic SO: 80.0
  MEP2 TOR yeast: 91.5
  Efflux pump inh: -0.1
  AGP1 TOR yeast: 98.1
  AHR activator: -0.1

COc1ccc(C(=O)CSC2=NS(=O)(=O)c3cc(Cl)ccc3N2)cc1
  RPL19A-GFP yeast: 102.3
  LAP4-GFP MLPCN: 100.2
  CIT2 TOR yeast: 103.9
  CR mimetic SO: 105.8
  MEP2 TOR yeast: 103.1
  Efflux pump inh: 0.0
  AGP1 TOR yeast: 109.0
  AHR activator: -1.3

(listing goes on)
SMILES	RPL19A-GFP yeast	LAP4-GFP MLPCN	CIT2 TOR yeast	CR mimetic SO	MEP2 TOR yeast	Efflux pump inh	AGP1 TOR yeast	AHR activator
Cc1ccc(CNC(=O)C2CCCN(S(=O)(=O)c3c(C)[nH]c(=O)[nH]c3=O)C2)cc1 (stereo not drawn)	94.3	94.2	97.8	114.9	102.8	0.0	98.8	1.6
O=C(NC(=S)NNC(=O)[C@H]1C[C@@H]1c1ccccc1)c1cccc(F)c1	89.1	153.1*	95.9	164.1	100.8	-0.2	102.2	3.8
O=C(CC1C(=O)NCCN1Cc1ccc(Cl)c(F)c1)NC1CCC1 (stereo not drawn)	95.5	88.9	98.0	100.4	103.5	0.2	93.5	0.2
O=C(NNS(=O)(=O)c1ccc(F)cc1F)C1Cc2c(ccc3ccccc23)O1 (stereo not drawn)	97.4	96.0	88.4	83.1	93.7	0.5	92.2	25.2
C/C(=N/N1CCN(c2ccccn2)CC1)c1ccc([N+](=O)[O-])cc1	102.9	93.0	·	94.3	102.4	-0.1	102.2	-7.3
Cn1ncc2c(NCc3cccc(C(F)(F)F)c3)c(C(=O)O)cnc21	100.7	104.8	105.2	99.0	101.9	0.0	107.5	0.0
COC(=O)C(=NNc1c(C)n(C)n(-c2ccccc2)c1=O)C(=O)OC	104.8	89.8	96.1	99.1	100.8	0.3	99.2	17.4
Cc1c(CNC2CCCC(C)C2C)c(C(=O)O)c(C)n1Cc1ccccc1 (stereo not drawn)	107.3	96.2	98.4	100.5	100.3	0.0	106.5	0.8
C=CCNc1scc(-c2ccccc2)[n+]1CC=C	106.4	105.0	105.7	106.8	108.3	0.0	110.5	4.4
NC(=O)CCS(=O)(=O)c1ccc(Cl)cc1	104.9	105.3	110.6	87.4	105.9	-0.1	106.8	2.1
Cc1csc(NC(=O)CSc2nccn2C)n1	119.4	93.4	110.5	91.6	106.8	0.1	107.3	14.4
CC(=O)Nc1ccnn1C1CCN(C(=O)c2cccc(C)c2C)CC1	100.8	109.2	104.3	80.8	119.5	0.0	105.3	3.8
COc1cccc(CNC(=S)Nc2cc(OC)ccc2OC)c1	89.2	85.8	·	107.0	94.2	0.3	86.6	5.3
O=C(CSc1ncnc2c1oc1ccccc12)Nc1ccccc1C(F)(F)F	102.2	94.3	85.6	108.2	87.2	-0.2	104.3	-1.9
CCC(=O)Nc1ccc2c(c1)N(C(C)=O)c1ccccc1CC2	97.8	87.8	102.3	104.5	94.6	-0.1	96.0	-3.6
Cc1cc(OCC(=O)c2ccc(C(F)(F)F)cc2)n2cnnc2n1	95.5	103.3	93.9	93.0	94.1	0.0	100.1	0.1
CN(C)CCCN(Cc1ccccc1)C(=S)Nc1cccc(C(F)(F)F)c1	105.2	90.1	102.4	98.7	101.0	0.1	98.0	3.9
O=C(CN(Cc1ccccc1)S(=O)(=O)c1ccccc1)N/N=C/c1ccc2c(c1)OCO2	92.8	90.0	91.1	112.2	93.8	0.0	95.0	13.9
O=C(COC(=O)c1cc(Br)ccc1O)Nc1ccc2c(c1)OCCO2	95.7	97.9	88.2	98.1	95.8	-0.1	106.2	-1.2
Cc1nn(C)c(C)c1NS(=O)(=O)c1cccc(Br)c1	100.3	106.7	95.2	89.3	103.5	-0.3	108.8	0.0
Cn1nc(C(=O)OCC(=O)N2CCc3ccccc32)c2ccccc2c1=O	95.6	97.0	85.5	98.6	100.8	-0.1	92.2	3.2
Cc1ccc(/C(O)=C2\C(=O)C(=O)N(CCc3c[nH]c4ccccc34)C2c2cccnc2)cc1 (stereo not drawn)	98.2	93.3	106.8	106.4	94.4	-0.1	97.1	2.9
O=C(Cn1cnc2ccccc2c1=O)Nc1ccc(S(=O)(=O)N2CCCC2)cc1	99.0	96.8	106.1	98.4	99.3	0.0	104.0	2.1
COc1cccc(OCc2cc(C(=O)NCc3ccccn3)no2)c1	108.3	108.4	104.9	93.2	104.7	-0.1	109.0	5.7
COc1cc(NC(=O)c2nccnc2C(=O)O)cc(OC)c1	97.9	96.7	102.3	85.4	97.7	-0.3	105.8	1.3
CCc1ccc(S(=O)(=O)Nc2nccs2)cc1	106.2	97.0	102.7	103.4	99.4	0.0	98.9	-1.6
CN1C[C@@H]2C[C@@H](c3cccn3-c3nccs3)N3CCC[C@@]23C1=O	96.1	114.0	101.4	98.4	120.2	0.1	97.6	1.5
COc1ccc(OC)c(-n2c(SCC(C)=O)nnc2-c2cccc(S(=O)(=O)N(C)C)c2)c1	97.5	94.3	91.3	101.0	101.5	0.1	101.8	1.2
CCc1nc(SCC(=O)NCC2CCCO2)c2oc3ccccc3c2n1 (stereo not drawn)	98.0	105.8	98.0	108.1	103.8	0.0	99.5	8.3
CN(C)CCCNC(=O)c1cc(C(=O)c2c(Cl)cccc2Cl)c[nH]1	98.0	95.7	102.2	88.0	101.2	0.0	101.6	-0.1
O=[N+]([O-])c1ccccc1OCc1nc(-c2cccs2)no1	90.7	115.1	86.9	83.1	88.6	0.0	104.4	34.9
O=C1c2ccc(-c3ccc4c(c3)C(=O)N(CCO)C4=O)cc2C(=O)N1CCO	100.3	100.7	101.3	97.9	99.9	-0.1	106.4	0.4
COc1ccc(OC)c(S(=O)(=O)N2CCC(C(=O)Nc3cccc(C)c3C)CC2)c1	96.0	97.0	88.1	94.5	91.6	0.1	90.6	0.7
CCC(C)C(=O)Nc1nccs1 (stereo not drawn)	100.7	97.4	103.7	122.9	100.4	0.1	100.8	-0.2
O=C(NC(Cc1ccccc1)C(=O)O)NC12CC3CC(CC(C3)C1)C2 (stereo not drawn)	105.4	97.3	107.7	119.0	112.0	0.1	102.5	-1.5

Compound activity from PubChem BioAssay.
